TcdB GH inh – TcdB glycohydrolase inhibition; P18177; TcdB glycohydrolase enzymatic assay, plate reader; inhibition, % at 9.99 µM; hit rate 0.24% among 350,000; in the data active means inhibition above about 10%
Starred values were filed as active, the others as inactive.

Screening C[C@@H]1CCCCO[C@@H](CN(C)C(=O)Nc2ccccc2)[C@H](C)CN([C@@H](C)CO)C(=O)c2cc(NC(=O)NC3CCCCC3)ccc2O1 returned TcdB GH inh 0.3.
CCS(=O)(=O)N1CCC2(CC1)CN(C(=O)c1ccc(F)cc1)[C@H](CO)c1[nH]c3cc(OC)ccc3c12 was read as TcdB GH inh -0.3.
`COc1cccc(NC(=O)N(C)C[C@@H]2Oc3cc(-c4cccc(C(=O)N(C)C)c4)ccc3S(=O)(=O)N([C@H](C)CO)C[C@@H]2C)c1` gave TcdB GH inh -4.5.
Screening CCCC#Cc1ccc2c(c1)O[C@@H](CN(C)C(=O)c1ccccc1F)[C@@H](C)CN([C@H](C)CO)S2(=O)=O returned TcdB GH inh -0.4.
Screening COCC(=O)N(C)C[C@H]1Oc2ncc(C#Cc3ccccc3)cc2C(=O)N([C@@H](C)CO)C[C@@H]1C returned TcdB GH inh 1.6.
For CC(C)NC(=O)Nc1ccc2c(c1)CC(=O)N([C@H](C)CO)C[C@H](C)[C@@H](CN(C)S(C)(=O)=O)O2 the results were TcdB GH inh -0.2.
For O=C(Cc1ccncc1)N1CCCCN2[C@H](CO)[C@@H](c3ccc(C#CC4(O)CCCC4)cc3)[C@H]2C1 the results were TcdB GH inh 0.1.
`C[C@@H]1CCCCO[C@H](CN(C)C(=O)Nc2ccc(C(F)(F)F)cc2)[C@@H](C)CN([C@@H](C)CO)C(=O)c2cc(NC(=O)CCC(F)(F)F)ccc2O1` gave TcdB GH inh 0.0.
N#Cc1ccc(-c2ccc3c(c2)[C@H]2[C@H](CCN2C(=O)c2ccccc2F)[C@H](CO)N3)cc1 was read as TcdB GH inh -0.2.
COc1ccc(C(=O)Nc2ccc3c(c2)C(=O)N(C)C[C@@H](OC)[C@@H](C)CN(C)[C@@H](C)CO3)cc1 was read as TcdB GH inh 0.8.
For C[C@H](CO)N1C[C@H](C)[C@@H](CN(C)C)Oc2cc(-c3ccc(C(=O)N(C)C)cc3)ccc2S1(=O)=O the results were TcdB GH inh 0.4.
`COc1ccc(S(=O)(=O)N(C)C[C@@H]2OCCCC[C@@H](C)Oc3ccc(NC(=O)Nc4ccc(F)cc4)cc3C(=O)N([C@@H](C)CO)C[C@H]2C)cc1` gave TcdB GH inh 0.5.
Screening C[C@@H]1CN([C@@H](C)CO)C(=O)c2cccc(NC(=O)Nc3ccccc3)c2O[C@@H]1CN(C)S(=O)(=O)c1ccc(Cl)cc1 returned TcdB GH inh 1.0.
`C[C@H](CO)N1C[C@H](C)[C@@H](CN(C)CC2CC2)Oc2c(NC(=O)Nc3ccccc3)cccc2C1=O` gave TcdB GH inh 1.0.
For CCNC(=O)C[C@H]1CC[C@@H]2[C@H](COc3ccc(NS(C)(=O)=O)cc3C(=O)N2C)O1 the results were TcdB GH inh -2.2.
For C[C@H]1CN([C@@H](C)CO)C(=O)c2cccc(NS(=O)(=O)c3cn(C)cn3)c2O[C@H]1CN(C)S(=O)(=O)c1ccc(F)cc1 the results were TcdB GH inh -2.2.
Screening C[C@H]1CN([C@@H](C)CO)C(=O)c2cc(NS(C)(=O)=O)ccc2O[C@H]1CN(C)C(=O)Nc1ccc2c(c1)OCO2 returned TcdB GH inh -2.5.
Screening C[C@@H]1CN([C@@H](C)CO)C(=O)c2cc(NC(=O)c3ccncc3)ccc2O[C@@H](C)CCCCO[C@@H]1CN(C)Cc1ccccc1 returned TcdB GH inh 0.4.
Screening CC(=O)[C@]12O[C@]3(COC[C@H](c4ccccc4)N3C1=O)[C@@H]1C(=O)N(C)C(=O)[C@@H]12 returned TcdB GH inh 0.0.
Screening Cc1ccc(S(=O)(=O)Nc2cccc3c2O[C@H](CN(C)CC2CC2)[C@H](C)CN([C@H](C)CO)C3=O)cc1 returned TcdB GH inh -0.7.
`O=C(C[C@@H]1C=C[C@@H](NC(=O)NC2CCCC2)[C@@H](CO)O1)NCc1ccc(F)cc1` gave TcdB GH inh -0.4.
For C[C@H](CO)N1C[C@H](C)[C@H](CN(C)C(=O)NC2CCCCC2)Oc2c(NS(=O)(=O)c3ccc(F)cc3)cccc2C1=O the results were TcdB GH inh 1.9.
For C[C@@H]1CCCCO[C@@H](CN(C)S(C)(=O)=O)[C@@H](C)CN([C@H](C)CO)C(=O)c2cc(NC(=O)Nc3cccc4ccccc34)ccc2O1 the results were TcdB GH inh -1.8.
`C[C@@H]1CN([C@H](C)CO)C(=O)c2cc(NS(=O)(=O)c3cccs3)ccc2O[C@@H]1CN(C)C(=O)Nc1ccccc1` gave TcdB GH inh 0.8.
Cc1noc(C)c1S(=O)(=O)Nc1ccc2c(c1)C(=O)N([C@H](C)CO)C[C@H](C)[C@@H](CN(C)C(=O)Nc1ccc(F)cc1)OCCCC[C@H](C)O2 was read as TcdB GH inh 0.7.
C[C@@H]1CN([C@H](C)CO)C(=O)Cc2cc(NC(=O)c3ccncc3)ccc2O[C@H]1CN(C)C(=O)Nc1ccccc1 was read as TcdB GH inh -0.1.
CN(C)C(=O)c1ccc(-c2ccc([C@H]3[C@@H](CO)N4CCCCN(C(=O)C5CCC5)C[C@@H]34)cc2)cc1 was read as TcdB GH inh 0.2.
For Cc1noc(C)c1S(=O)(=O)N(C)C[C@@H]1OCCCC[C@@H](C)Oc2ccc(NC(=O)Nc3ccccc3)cc2C(=O)N([C@H](C)CO)C[C@@H]1C the results were TcdB GH inh 0.2.
O=C(NCC[C@@H]1CC[C@@H](NC(=O)C2CCCCC2)[C@H](CO)O1)c1ccc(F)cc1 was read as TcdB GH inh -0.4.
Screening CCCNC(=O)C[C@@H]1CC[C@H]2[C@@H](COC[C@@H](O)CN2C(=O)Nc2ccc3c(c2)OCO3)O1 returned TcdB GH inh -3.4.
For CCCC(=O)Nc1ccc2c(c1)C(=O)N(C)C[C@H](OC)[C@H](C)CN(C(=O)c1ccccc1F)[C@H](C)CO2 the results were TcdB GH inh 0.1.
`CN1[C@@H]2Cn3c(ccc(-c4ccc(F)cc4)c3=O)[C@H]1[C@@H](C(=O)NC1CCCCC1)[C@@H]2CO` gave TcdB GH inh 0.0.
For CCCC#Cc1cnc2c(c1)C(=O)N([C@H](C)CO)C[C@@H](C)[C@H](CN(C)Cc1ccccc1F)O2 the results were TcdB GH inh 1.0.
Screening Cc1ccc(-c2ccc3c(c2)O[C@H](CN(C)C(=O)CC2CC2)[C@H](C)CN([C@H](C)CO)S3(=O)=O)cc1 returned TcdB GH inh -1.0.
C[C@@H]1CN([C@H](C)CO)C(=O)Cc2cc(NC(=O)Nc3ccc4c(c3)OCO4)ccc2O[C@@H]1CN(C)CC1CCCCC1 was read as TcdB GH inh -0.1.
`CC(C)C#Cc1ccc2c(c1)O[C@H](CN(C)C(=O)CN(C)C)[C@H](C)CN([C@@H](C)CO)S2(=O)=O` gave TcdB GH inh -2.6.
For C[C@H]1CN([C@@H](C)CO)C(=O)Cc2cc(NC(=O)C3CC3)ccc2O[C@H]1CN(C)C(=O)Nc1ccc(C(F)(F)F)cc1 the results were TcdB GH inh 4.9.
For C[C@@H]1CN([C@H](C)CO)C(=O)c2c(c3ccccc3n2C)-c2ccccc2CO[C@@H]1CN(C)S(=O)(=O)Cc1ccccc1 the results were TcdB GH inh 1.0.
CC(=O)N1CCCCN2[C@H](CO)[C@H](c3ccc(C#Cc4ccccc4F)cc3)[C@H]2C1 was read as TcdB GH inh -1.0.
Screening CCC(=O)N1[C@@H]2CN(S(=O)(=O)c3ccccc3)c3ccccc3[C@@H]2[C@@H]1CO returned TcdB GH inh 0.1.
Screening C[C@@H]1CCCCO[C@H](CN(C)C(=O)Cc2ccccc2)[C@@H](C)CN([C@@H](C)CO)C(=O)c2cc(NC(=O)c3ccccc3)ccc2O1 returned TcdB GH inh 0.2.
For CN1c2ccc(-c3ccccc3)cc2[C@@H]2[C@@H](CCN2C(=O)Cc2cccnc2)[C@H]1CO the results were TcdB GH inh -0.6.
`C[C@H]1CN([C@@H](C)CO)C(=O)c2cc(C#CCC3CCCC3)cnc2O[C@H]1CN(C)C(=O)c1cnccn1` gave TcdB GH inh -0.5.
Screening COc1ccc(NC(=O)Nc2ccc3c(c2)C(=O)N([C@H](C)CO)C[C@@H](C)[C@@H](CN(C)Cc2ccc(C(F)(F)F)cc2)OCCCC[C@H](C)O3)cc1 returned TcdB GH inh 0.3.
`O=C(C[C@@H]1C[C@@H]2c3cc(NC(=O)C4CCOCC4)ccc3O[C@@H]2[C@H](CO)O1)NCc1ccccc1F` gave TcdB GH inh 0.6.
O=C(Nc1ccc(F)cc1)N[C@@H]1C=C[C@@H](CC(=O)N2CCCCC2)O[C@H]1CO was read as TcdB GH inh -0.3.
For C[C@@H]1CN([C@@H](C)CO)S(=O)(=O)c2ccc(C#Cc3ccccc3F)cc2O[C@@H]1CN(C)C(=O)Cc1cccnc1 the results were TcdB GH inh -6.9.
For C[C@@H]1CN([C@H](C)CO)C(=O)c2cccc(NC(=O)NC3CCCCC3)c2O[C@H]1CN(C)C(=O)Nc1ccc(C(F)(F)F)cc1 the results were TcdB GH inh 0.4.
`CN(C)C(=O)c1ccc(-c2ccc([C@H]3[C@H]4CN(C(=O)C5CCCC5)CCCCN4[C@H]3CO)cc2)cc1` gave TcdB GH inh 1.8.
Screening CCCNC(=O)C[C@H]1C[C@H]2c3cc(NS(=O)(=O)c4ccc(F)cc4)ccc3O[C@H]2[C@H](CO)O1 returned TcdB GH inh -1.2.
`C[C@@H]1CN([C@H](C)CO)C(=O)CCCn2cc(nn2)CO[C@@H]1CN(C)C(=O)Nc1ccc2c(c1)OCCO2` gave TcdB GH inh 0.6.
Screening COc1ccc(CN2[C@@H](CO)[C@@H]3c4ccccc4N(C(=O)CC(F)(F)F)C[C@@H]32)cc1 returned TcdB GH inh -0.4.
`Cc1noc(C)c1NC(=O)N(C)C[C@H]1Oc2ccc(NS(C)(=O)=O)cc2C(=O)N([C@H](C)CO)C[C@H]1C` gave TcdB GH inh -0.5.
Screening O=C(Nc1cccc(Cl)c1)N[C@H]1CC[C@@H](CCn2cc(Cc3ccccc3)nn2)O[C@@H]1CO returned TcdB GH inh -2.3.
CCC(=O)Nc1ccc2c(c1)OC[C@@H](C)N(C(=O)CN1CCOCC1)C[C@H](C)[C@@H](OC)CN(C)C2=O was read as TcdB GH inh 1.4.
O=C(C[C@H]1CC[C@@H]2[C@H](COC[C@H](O)CN2Cc2ccc(Oc3ccccc3)cc2)O1)N1CCOCC1 was read as TcdB GH inh 0.2.
For COCC(=O)N1CC(=O)N2[C@@H](CO)[C@H](c3ccc(C#CC4CCCCC4)cc3)[C@@H]2C1 the results were TcdB GH inh 0.8.
For N#Cc1ccc(-c2ccc([C@H]3[C@@H](CO)N4CCCCN(C(=O)Cc5ccccc5)C[C@@H]34)cc2)cc1 the results were TcdB GH inh -0.3.
Screening Cc1noc(C)c1S(=O)(=O)Nc1ccc2c(c1)C(=O)N([C@H](C)CO)C[C@H](C)[C@H](CN(C)C(=O)CCC(F)(F)F)OCCCC[C@H](C)O2 returned TcdB GH inh -0.7.
`COc1ccc(CN2[C@H](CO)[C@@H]3c4ccccc4N(C(=O)Nc4ccccc4)C[C@@H]32)cc1` gave TcdB GH inh 0.6.

A run of entries from further up:
Screening CCCNC(=O)C[C@H]1C[C@H]2c3cc(NS(=O)(=O)c4ccc(F)cc4)ccc3O[C@H]2[C@H](CO)O1 returned TcdB GH inh -1.2.
`C[C@@H]1CN([C@H](C)CO)C(=O)CCCn2cc(nn2)CO[C@@H]1CN(C)C(=O)Nc1ccc2c(c1)OCCO2` gave TcdB GH inh 0.6.
Screening COc1ccc(CN2[C@@H](CO)[C@@H]3c4ccccc4N(C(=O)CC(F)(F)F)C[C@@H]32)cc1 returned TcdB GH inh -0.4.
`Cc1noc(C)c1NC(=O)N(C)C[C@H]1Oc2ccc(NS(C)(=O)=O)cc2C(=O)N([C@H](C)CO)C[C@H]1C` gave TcdB GH inh -0.5.
Screening O=C(Nc1cccc(Cl)c1)N[C@H]1CC[C@@H](CCn2cc(Cc3ccccc3)nn2)O[C@@H]1CO returned TcdB GH inh -2.3.
CCC(=O)Nc1ccc2c(c1)OC[C@@H](C)N(C(=O)CN1CCOCC1)C[C@H](C)[C@@H](OC)CN(C)C2=O was read as TcdB GH inh 1.4.
O=C(C[C@H]1CC[C@@H]2[C@H](COC[C@H](O)CN2Cc2ccc(Oc3ccccc3)cc2)O1)N1CCOCC1 was read as TcdB GH inh 0.2.
For COCC(=O)N1CC(=O)N2[C@@H](CO)[C@H](c3ccc(C#CC4CCCCC4)cc3)[C@@H]2C1 the results were TcdB GH inh 0.8.

The list goes on.
Screening O=S(=O)(c1ccccc1)N1CCCCN2[C@H](CO)[C@@H](c3ccc(C#Cc4ccccc4)cc3)[C@H]2C1 returned TcdB GH inh 0.3.
Screening Cc1noc(C)c1NC(=O)N[C@H]1CC[C@@H](CCNC(=O)C2CCC2)O[C@H]1CO returned TcdB GH inh -1.7.
For CC(C)NC(=O)N(C)C[C@@H]1Oc2c(NC(=O)CCCCCC(=O)Nc3ccccc3N)cccc2C(=O)N([C@H](C)CO)C[C@H]1C the results were TcdB GH inh -1.1.
Screening C[C@@H]1CCCCO[C@@H](CN(C)C)[C@H](C)CN([C@H](C)CO)C(=O)c2cc(NS(=O)(=O)c3ccc(F)cc3)ccc2O1 returned TcdB GH inh -0.5.
Screening COc1cccc(S(=O)(=O)N2CCC3(CC2)CN[C@H](CO)c2c3c3ccc(OC)cc3n2C)c1 returned TcdB GH inh -0.3.
`O=C(Nc1ccccc1F)N[C@@H]1CC[C@@H](CC(=O)N2CCCCC2)O[C@H]1CO` gave TcdB GH inh -1.0.
For COc1ccc(S(=O)(=O)N2CCC3(CC2)CN(C(=O)c2cccnc2)[C@@H](CO)c2c3c3ccc(OC)cc3n2C)cc1 the results were TcdB GH inh 0.9.
`C/C=C/c1ccc([C@@H]2[C@H](CO)N3C(=O)CN(C(=O)Nc4ccccc4F)C[C@@H]23)cc1` gave TcdB GH inh 0.7.
Screening COc1ccc(S(=O)(=O)Nc2ccc3c(c2)C(=O)N([C@@H](C)CO)C[C@@H](C)[C@@H](CN(C)S(=O)(=O)c2c(C)noc2C)OCCCC[C@@H](C)O3)cc1 returned TcdB GH inh 0.3.
For CN1[C@@H]2c3ccc(C4=CCCC4)c(=O)n3C[C@@H]2[C@@H](CO)[C@@H]1C(=O)NC1Cc2ccccc2C1 the results were TcdB GH inh -0.8.
Screening C[C@H](CO)N1C[C@H](C)[C@@H](CN(C)C(=O)C2CC2)Oc2ncc(C#CC(C)(C)O)cc2C1=O returned TcdB GH inh -1.7.

Not all compounds are listed (hit frequency here may not be typical).
